Screens deposited in PubChem BioAssay by Sanford-Burnham Center for Chemical Genomics.
APJ antag: antagonists of human apelin receptor APJ, primary screen, CHO-K1 cells, beta-arrestin complementation, luminescence | AID 2521, 2010 | P35414 | 330,000 tested, 0.32% active | inhibition, % at 20 µM;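 active means inhibition above about 40% at 20 µM, limit read from the data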;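 further: cells challenged with 10 nM apelin-13 agonist together with compound; plate controls were apelin-13 plus DMSO wells for no effect and DMSO wells lacking apelin-13 for full effect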
Target sequence (P35414 whole entry, looked up): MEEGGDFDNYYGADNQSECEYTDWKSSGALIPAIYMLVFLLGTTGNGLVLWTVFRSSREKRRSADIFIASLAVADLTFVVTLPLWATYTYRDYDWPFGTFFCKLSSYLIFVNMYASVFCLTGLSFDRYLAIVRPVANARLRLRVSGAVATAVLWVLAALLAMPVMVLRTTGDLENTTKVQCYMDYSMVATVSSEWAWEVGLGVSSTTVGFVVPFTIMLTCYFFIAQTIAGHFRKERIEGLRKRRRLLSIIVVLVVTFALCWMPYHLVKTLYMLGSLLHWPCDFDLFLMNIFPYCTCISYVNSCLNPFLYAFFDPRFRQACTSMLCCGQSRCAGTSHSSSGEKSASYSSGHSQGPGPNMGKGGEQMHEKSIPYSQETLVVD
APJ agonist: agonists of human apelin receptor APJ, primary screen, CHO-K1 cells, PathHunter beta-arrestin, luminescence. P35414. 0% DMSO wells, 100% apelin. activation, % at 20 µM. 330,000 tested, 0.11% active. AID 2520, 2010;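 active means activation more than six SD over the plate average, tested at 20 µM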;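 further: 0% = DMSO alone and 100% = apelin-13 at 10 nM; some results filed as inactive read as strong as hits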
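assay system = CHO-K1 APJ beta-arrestin complementation cell line | input = cell density 1000 per well | dosing = compound 20 µM once, DMSO 1% | timing = compound 90 min 25 °C, reagent 1 h | measured by = luminescence from split beta-galactosidase complementation, Galacton Star/Emerald II substrate | read-out basis = APJ agonist activity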
CHOP UPR activ: activators of apoptotic CHOP UPR arm, primary screen, cell-based, CHO-CHOP luciferase reporter, luminescence, uHTS; UPR activation; percent of tunicamycin response over DMSO baseline; activation, % at 10 µM; 330,000 tested, 0.34% active; AID 449763, 2010;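 active means at 10 µM dose, activation of 40% or more, normalized to positive control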;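 further: 100% = tunicamycin at 10 µg/mL and 0% = DMSO alone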
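Assay system: CHO-CHOP cells, stable luciferase reporter of PERK-eIF2a-CHOP signalling / Buffer or medium: F12 plus 10% serum / Compound dosing: one dose, 10 µM in 0.5% DMSO / Times: 6 h compound treatment, 37 °C / Technique: luciferase luminescence / Read-out: % reporter activation, DMSO baseline versus tunicamycin full activation / Benchmarks: tunicamycin and DMSO controls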
TIM10 inh: growth inhibitors of isogenic TIM10 control yeast, primary screen, counter-screen for tim10-1 yeast inhibitor project, luminescence, uHTS | AID 463195, 2010 | 330,000 tested, 1.4% active | inhibition, % at 10 µM | S. cerevisiae TIM10 strain growth, BacTiter-Glo luminescence, 24 h;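 active means inhibition of 40% or more at the single tested concentration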;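 further: wild-type TIM10 isogenic control strain grown at permissive 25 °C; 0% = DMSO yeast wells and 100% = minimal medium wells without yeast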
tim23-1 inh: growth inhibitors of tim23-1 mutant yeast, primary screen, luminescence, uHTS; inhibition, % at 20 µM; AID 463212, 2010; 330,000 tested, 1.3% active; S. cerevisiae tim23-1 growth, BacTiter-Glo luminescence, 24 h;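 active means growth inhibition of the mutant yeast at or above 50%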;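 further: temperature-sensitive mutant grown at 25 °C; plate controls were DMSO-treated mutant yeast for no effect and medium wells lacking yeast for full effect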
Mdm2-MdmX inh: inhibitors of human Mdm2-MdmX association, primary screen, cell-based, luminescence, split luciferase, SaOS-2, uHTS; AID 485346, 2010; Protein Mdm4 (Homo sapiens) + E3 ubiquitin-protein ligase Mdm2 (Homo sapiens), …; inhibition, % at 8 µM; 330,000 tested, 3% active; SaOS-2 split-luciferase Mdm2/MdmX complementation;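 active means inhibition of at least 50% at 8 µM in the primary screen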
tim10-1 inh: growth inhibitors of tim10-1 mutant yeast, primary screen, luminescence, uHTS | S. cerevisiae tim10-1 ts strain growth, BacTiter-Glo, 24 h | inhibition, % at 20 µM | 330,000 tested, 2.2% active;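 active means inhibition of at least 40%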;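 further: mutant grown at 25 °C; 0% = DMSO wells with yeast and 100% = wells holding no yeast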
CXCR6 block: CXCR6 receptor inhibitors, primary screen, cell-based, beta-arrestin, luminescence, CHO-K1 PathHunter, 1536-well; 360,000 tested, 0.36% active; C-X-C chemokine receptor type 6 (Homo sapiens), O00574; AID 602244, 2012; inhibition, % at 20 µM; in the data active means inhibition above about 34%, passing the limit was not always enough;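 further: antagonist mode with CXCL16 agonist at 10 nM final; 0% = 10 nM CXCL16 with DMSO and 100% = unstimulated wells without agonist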
Target sequence (O00574 whole entry, looked up): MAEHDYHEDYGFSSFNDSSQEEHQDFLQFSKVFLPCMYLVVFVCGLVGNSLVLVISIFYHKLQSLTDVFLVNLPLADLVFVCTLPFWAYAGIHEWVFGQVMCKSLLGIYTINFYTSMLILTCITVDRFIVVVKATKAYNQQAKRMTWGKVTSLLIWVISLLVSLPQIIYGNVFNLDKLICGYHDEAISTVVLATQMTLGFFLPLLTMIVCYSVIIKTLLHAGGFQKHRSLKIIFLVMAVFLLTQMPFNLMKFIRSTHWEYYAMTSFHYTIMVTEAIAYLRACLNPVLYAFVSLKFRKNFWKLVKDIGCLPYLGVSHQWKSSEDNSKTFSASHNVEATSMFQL
XBP1 UPR activ: activators of adaptive XBP1 UPR arm, primary screen, cell-based, CHO-XBP1 luciferase reporter, luminescence, uHTS; IRE1-XBP1 UPR activation; percent of tunicamycin response, DMSO as zero; 330,000 tested, 0.33% active; activation, % at 20 µM;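 active means versus positive control, 20 µM dose yields 30% or more activation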;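 further: 100% = tunicamycin at 10 µg/mL and 0% = DMSO only wells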
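Material: CHO cell line with stable XBP1 luciferase reporter; schedule: 16-18 h cell attachment at 37 °C, then 6 h compound exposure; signal: glow luminescence from Steady-Glo reagent; medium: serum-containing F12 medium, 10% FBS; benchmarks: tunicamycin 10 µg/mL and vehicle-only wells; read-out: percent activation relative to tunicamycin reference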
* hit, by the source's call; x = not tested or not shown. Not all compounds are listed (hit frequency here may not be typical).

compound,APJ antag,APJ agonist,CHOP UPR activ,TIM10 inh,tim23-1 inh,Mdm2-MdmX inh,tim10-1 inh,CXCR6 block,XBP1 UPR activ
CS(=O)(=O)Nc1cccc(C2=NN(C(=O)c3ccco3)C(c3cccs3)C2)c1 (stereo not drawn),-6,-4,3.5,6,19,11,8,7,-6
O=C(C[C@@H]1C/C=C\CC[C@@H](Cc2ccc(F)cc2)C(=O)OC[C@@H]2CCCN2C1=O)N[C@H](CO)Cc1ccccc1,0,-2,-1.1,8,21,23,24,0,-1
Cc1ccc(C(=O)/C=C/Nc2ccc3c(c2)OCO3)cc1,-6,-2,1.0,14,19,-163,3,-5,-8
CCOC(=O)CC1COCCN1C(=O)c1cc(COc2ccc(F)c(F)c2)on1 (stereo not drawn),8,0,1.2,6,11,7,13,3,0
CCN([C@H](CO)CC(C)C)S(=O)(=O)c1ccccc1,x,x,1.6,-20,27,15,4,2,1
O=C(NC1CCCC1)c1ccc(CS(=O)(=O)c2ccc(Br)cc2)o1,-3,-3,0.0,9,-8,-8,19,12,0
CC(C(=O)Nc1ccccc1-c1ccccc1)N1CCN(Cc2ccccc2)CC1 (stereo not drawn),5,-3,1.8,-3,0,20,12,7,-3
CN(C)CCc1c[nH]c2ccc(Cn3cncn3)cc12,-4,-2,-0.3,5,4,-4,0,x,-1
Oc1ccccc1-c1nc(NCCN2CCOCC2)c2ccccc2n1,-4,-2,-1.8,50*,44,45,52*,1,-2
O=C(NCc1ccc(F)cc1)c1cccc(S(=O)(=O)N2CCOCC2)c1,-9,-2,-0.5,-2,11,-5,12,6,-1
Cc1cccc(CCNS(=O)(=O)c2ccc3c(c2)NC(=O)C(C)S3)c1 (stereo not drawn),7,10,0.7,-9,20,19,15,-12,-2
O=C(CSC(=S)N1CCCC1)c1ccccc1,-15,6,0.3,-3,-11,-76,4,6,-9
CCC(C)NC(=O)c1cc(C)no1 (stereo not drawn),-4,-2,-1.3,11,5,10,-2,8,-1
CC(C)c1nc2cc(C(=O)N3CCN(c4cnccn4)CC3)ccc2o1,8,0,0.8,4,4,-18,5,-1,3
COc1cccc(NC(=O)c2cccc(C(=O)Nc3cccc(OC)c3)n2)c1,-26,27,2.2,-5,8,17,5,2,-5
Cn1c(=O)c2cn(-c3cccc4ccccc34)cc2n(C)c1=O,-10,12,-1.4,25,23,20,23,-2,4
CCC(C)C(NC(=O)c1ccccc1)C(=O)Nc1ccc(S(=O)(=O)Nc2cc(C)nc(C)n2)cc1 (stereo not drawn),2,-1,0.1,-5,7,8,6,6,2
Cc1ccc2c(c1)sc(=NC(=O)C1CC1)n2C,-5,-3,4.7,-15,-6,-83,5,3,1
O=C(NCC1CCCO1)c1cc(S(=O)(=O)N2CCCC2)c(Cl)cc1Cl (stereo not drawn),-11,-3,-1.5,15,7,-19,6,3,0
CCOC(=O)C1(Cc2ccccc2C)CCCN(Cc2ccc(NC(C)=O)cc2)C1 (stereo not drawn),14,-3,0.0,15,15,14,6,-7,-1
O=C(N/N=C/c1cccn1-c1ccccc1)c1ccncc1,16,-3,0.8,2,-11,1,4,-8,4
CCC(c1nnnn1Cc1ccc2c(c1)OCO2)N1CCN(c2ccc(OC)cc2)CC1 (stereo not drawn),5,0,-2.3,24,34,28,33,-4,0
CCOc1ccccc1NC(=O)NC1Cc2ccccc2C1,15,0,2.1,-3,-4,17,-8,4,-2
O=C1/C(=C/c2ccc(O)cc2)CCc2ccc([N+](=O)[O-])cc21,14,5,1.7,1,2,-3,20,-2,8
CCOC(=O)Cc1csc(NC(=O)C(C)(C)C)n1,-2,2,2.8,-16,18,-1,6,2,3
CC(C)(C)C(=O)CN1C2=NCCCN2c2ccccc21,14,-4,-1.2,0,-1,10,-17,4,-6
N=C1C(c2nc(-c3ccc(Br)cc3)cs2)=C(O)CN1NC(=O)c1ccc([N+](=O)[O-])cc1,-17,-1,-0.8,-20,-22,20,-8,7,-2
O=C(CC1S/C(=N/N=C2CCCCCC2)NC1=O)Nc1ccccc1C(F)(F)F (stereo not drawn),-1,6,-0.3,-7,17,-5,8,-7,-2
Cc1ccc(-n2c(C)nnc2SCC(=O)NC2CCCC2)cc1,12,8,0.0,8,-1,12,6,-22,-1
CN1CCN(CCC=C2c3ccccc3Sc3ccc(S(=O)(=O)N(C)C)cc32)CC1,8,5,2.7,20,26,50*,23,0,-1
O=C(NNC(=O)C1CC1)c1cccc([N+](=O)[O-])c1,-1,-3,-0.9,1,8,17,20,2,-3
CC1Cc2cccc3c(O)c(C(=O)c4nn[nH]n4)c(=O)n1c23 (stereo not drawn),11,1,0.6,8,-4,16,17,-12,0
CCC(=O)N(Cc1ccc(C)cc1)Cc1cc2cc3c(cc2[nH]c1=O)OCO3,2,1,0.8,-4,-3,5,-7,1,0
CC(OC(=O)c1ccccc1O)C(=O)Nc1ccc(Cl)cn1 (stereo not drawn),5,-4,3.1,3,21,-2,3,2,-1
COc1ccc(NC(=O)C(c2ccccn2)N(C(C)=O)c2ccc(C)cc2)cc1 (stereo not drawn),-14,0,2.0,8,28,-11,9,-13,-2
Cn1nc(-c2ccccc2)cc1NC(=O)Nc1ccc(F)cc1,-22,-3,0.0,-5,-16,-17,-15,-12,0
COc1ccc2c(c1)-c1c(sn(-c3ccccc3)c1=S)C(C)(C)N2,-4,-1,0.5,32,39,31,38,8,2
COc1ccccc1S(=O)(=O)Cc1ccc(C(=O)N2CCOCC2)o1,2,0,2.3,3,-3,19,-29,6,-3
COc1ccc(OCc2nnc(SCC(=O)Nc3ccc(C)cc3)o2)cc1,2,0,0.5,-11,-4,-12,16,-2,0
O=C(NC1CCCCCC1)C1c2ccccc2C(=O)N1Cc1cccnc1 (stereo not drawn),10,-4,-0.2,-2,-2,3,13,-4,1
O=C(CN1CCN(C(=O)c2ccco2)CC1)Nc1ccc(Cl)c(S(=O)(=O)N2CCOCC2)c1,18,2,-0.7,-4,11,2,22,-12,0
O=C(CCNS(=O)(=O)c1ccc(Br)cc1)NCCc1ccccc1,-10,-1,-0.9,-15,0,24,10,-8,-3
COc1ccc(S(=O)(=O)NCC(=O)N(CC(=O)NCC2CCCO2)Cc2ccccc2)cc1 (stereo not drawn),4,-3,-0.2,10,2,-3,8,-1,-2
CCOCCCNc1nc2nc3ccc(C)cn3c(=O)c2cc1C(=O)NCC1CCCO1 (stereo not drawn),-3,-2,-1.4,0,-4,2,-7,-2,-5
[O-][n+]1cccc(C(O)c2ccccc2)c1 (stereo not drawn),6,-1,-0.6,-10,-16,11,-13,5,5
COc1ccc(-c2noc(CN(C(=O)c3c(-c4ccccc4Cl)noc3C)C(C)C)n2)cc1,-9,-1,-3.7,9,23,33,33,13,-4
CCOC(=O)C1(S(=O)(=O)c2ccc(Cl)cc2)CCN(Cc2ccc(Cl)cc2)CC1,6,-2,-4.7,42*,49,18,48*,10,0
Cc1ncc([N+](=O)[O-])n1CC(=O)Nc1ccccc1,10,-3,0.7,7,3,6,2,-2,-3
O=C(c1ccccc1NS(=O)(=O)c1ccc(Br)cc1)N1CCOCC1,-32,-3,3.4,14,28,-3,22,10,-3
CC(=O)c1c(C(=O)O)[nH]c(C(=O)O)c1C,1,1,0.8,-3,3,15,0,-1,-1

Continued.
compound,APJ antag,APJ agonist,CHOP UPR activ,TIM10 inh,tim23-1 inh,Mdm2-MdmX inh,tim10-1 inh,CXCR6 block,XBP1 UPR activ
CC1CCCCC1NC(=O)c1nn(C)c2c1CS(=O)(=O)c1ccccc1-2 (stereo not drawn),8,-3,-1.8,8,28,-3,18,1,2
O=C(C(=O)N1CCN(c2ccccc2)CC1)c1c[nH]c2ccccc12,9,-4,0.8,11,19,5,28,-1,0
C=CCn1c(Sc2ncc([N+](=O)[O-])s2)n[nH]c1=O,31,11,-9.0,4,2,66*,13,42*,-10
Cc1ccc(S(=O)(=O)N2[C@@H](c3ccc(Br)cc3)C(C(=O)O)=CC[C@H]2c2ccc3c(c2)OCO3)cc1,12,-3,1.7,18,29,-9,9,-4,-4
CCOC(=O)Cc1csc(NC(=O)c2cc(C)c(C)s2)n1,11,-2,3.9,-34,12,14,-26,0,0
Fc1ccc(-n2cc(CNCCc3ccncc3)c(-c3ccccc3Cl)n2)cc1,0,-3,-1.9,24,17,24,20,5,-4
Cc1nc2ccccn2c1C(=O)/C=C/c1cccc([N+](=O)[O-])c1,24,0,116*,52*,38,99*,50*,3,6
Nc1c(C(=O)NCc2ccco2)nnn1CC(=O)Nc1ccccc1,-14,5,-0.3,-10,19,-22,3,-1,2
S=C(NCc1ccccc1)N/N=C/c1cccs1,-14,3,-0.5,34,39,29,32,2,-2
COC(=O)c1ccc(-n2nnnc2SC)cc1,6,-2,-0.4,-18,-6,4,22,0,0
Cc1ccnc(NC(=O)CNC(=O)c2ccccc2Br)c1,-3,-2,4.3,20,-2,-10,6,2,1
O=c1oc2ccccc2c(O)c1/C=C1\C=Nc2ccccc21,3,-5,0.9,69*,-4,-9,65*,27,-3
O=C(OCc1nnc(-c2ccc([N+](=O)[O-])cc2)o1)C1CCN(C(=O)c2ccc(F)cc2)CC1,-87,1,-0.5,14,17,-20,35,-4,-1
Cc1ccc(C(=O)NC(C)c2ccccc2)cc1S(=O)(=O)N1CCOCC1 (stereo not drawn),-7,9,1.0,-6,-7,-9,-8,1,-7
CCOc1ncccc1C(=O)N1CCN(C(=O)c2ccccc2)CC1,15,-2,-2.2,17,-1,-11,6,-1,-1

One compound at a time, from the list above:
`O=C(OCc1nnc(-c2ccc([N+](=O)[O-])cc2)o1)C1CCN(C(=O)c2ccc(F)cc2)CC1` is listed as APJ antag = -87; APJ agonist = 1; CHOP UPR activ = -0.5; TIM10 inh = 14; tim23-1 inh = 17; Mdm2-MdmX inh = -20; tim10-1 inh = 35; CXCR6 block = -4; XBP1 UPR activ = -1
`Cc1ccnc(NC(=O)CNC(=O)c2ccccc2Br)c1` is listed as APJ antag = -3; APJ agonist = -2; CHOP UPR activ = 4.3; TIM10 inh = 20; tim23-1 inh = -2; Mdm2-MdmX inh = -10; tim10-1 inh = 6; CXCR6 block = 2; XBP1 UPR activ = 1
